Bioassay records from PubChem BioAssay.
ATG4B inhibitor: inhibitors of human ATG4B cysteine protease. ATG4B cleavage of LC3-PLA2, NBD-HPC fluorescence, 1 h. hit rate 0.51% among 340,000. inhibition, % at 8.33 µM; in the data active = inhibition above about 40%
Target sequence (Q9Y4P1 whole entry, looked up): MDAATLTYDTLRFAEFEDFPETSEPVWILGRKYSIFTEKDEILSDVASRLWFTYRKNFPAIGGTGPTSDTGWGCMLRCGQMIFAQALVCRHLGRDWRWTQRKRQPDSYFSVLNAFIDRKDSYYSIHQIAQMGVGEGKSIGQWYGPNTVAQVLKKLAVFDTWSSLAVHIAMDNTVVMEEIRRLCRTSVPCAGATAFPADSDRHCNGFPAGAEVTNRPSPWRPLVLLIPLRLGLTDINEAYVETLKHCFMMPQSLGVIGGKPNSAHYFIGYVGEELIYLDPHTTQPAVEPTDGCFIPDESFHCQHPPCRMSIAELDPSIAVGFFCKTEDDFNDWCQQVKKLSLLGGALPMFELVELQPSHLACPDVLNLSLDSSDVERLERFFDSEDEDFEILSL
SENP6 inh: inhibitors of human SENP6 protease | Q9GZR1 | Recombinant SENP6 catalytic domain, aminoluciferin luminescence | inhibition, % at 10 µM | hit rate 1.8% among 330,000 | AID 2599;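 active = inhibition above about 50% at the single tested dose, limit read from the data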;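 note: plate controls were DMSO wells with enzyme for no effect and DMSO wells lacking enzyme for full effect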
SENP1 inh: inhibitors of human SENP1 SUMO protease catalytic domain; Q9P0U3; recombinant SENP1 catalytic domain, CyPet-SUMO1-YPet FRET cleavage; inhibition, % at 10 µM; hit rate 0.21% among 360,000; AID 624204;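 active = inhibition at least 30% at 10 µM, raw YFP signal under a set limit, fluorescence ratio 0.5 to 1.5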;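 note: 0% = enzyme with DMSO and 100% = no enzyme wells; some results filed as inactive read as strong as hits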
Target sequence (Q9P0U3 419-644 limits assumed): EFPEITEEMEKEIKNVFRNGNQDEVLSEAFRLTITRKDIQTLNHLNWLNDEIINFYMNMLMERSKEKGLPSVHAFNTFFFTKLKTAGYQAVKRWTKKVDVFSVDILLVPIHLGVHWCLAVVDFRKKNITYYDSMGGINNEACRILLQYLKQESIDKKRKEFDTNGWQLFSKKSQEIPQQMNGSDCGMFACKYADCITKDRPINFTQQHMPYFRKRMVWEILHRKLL
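Test system: recombinant human SENP1 catalytic domain, His6-tagged / Medium: pH 8 Tris buffer with EDTA, NaCl, BME, BSA, NP40, catalase / Also added: SUMO1 FRET substrate flanked by Cypet and Ypet, 25 nM / Times: 50 min reaction at room temperature / Signal: FRET, CFP and YFP emission / Control set: no-enzyme low control and enzyme-plus-DMSO high control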
MPTP inh: permeability transition pore inhibition | inhibition, % at 10 µM | AID 602449 | isolated mouse mitochondria, Ca2+ swelling absorbance, 30 min | hit rate 1.4% among 360,000;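 active = inhibition of 50% or more, scaled per plate between neutral and stimulator controls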;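 note: 0% = DMSO wells given calcium and 100% = 1 mM EGTA wells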
SENP8 inh: inhibitors of human SENP8 protease; hit rate 0.64% among 360,000; recombinant SENP8, Nedd8 substrate fluorescence; inhibition, % at 20 µM; Q96LD8; in the data active = inhibition mostly above about 40%, no sharp cut-off; inactive = mostly below about 27%
Target sequence (Q96LD8 whole entry, looked up): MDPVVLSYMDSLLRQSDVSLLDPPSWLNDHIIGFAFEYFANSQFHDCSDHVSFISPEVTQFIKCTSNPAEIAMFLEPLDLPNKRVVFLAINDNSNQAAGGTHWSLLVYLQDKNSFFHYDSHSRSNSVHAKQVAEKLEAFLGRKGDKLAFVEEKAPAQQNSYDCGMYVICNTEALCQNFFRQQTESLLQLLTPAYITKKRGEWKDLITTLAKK
hIAP activ: increases human intestinal alkaline phosphatase activity. hit rate 0.16% among 330,000. purified human IAP, CDP-Star luminescence, 30 min; hits give high values; 1 = vehicle-only enzyme, 0 = enzyme-free background. activation factor at 10 µM. P09923;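 active = activation factor of the enzyme at least 2-fold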; note: the source names both 10 and 20 µM as test concentration; values of inactives mirror those of a sister screen read the other way
NR3A LBD binder: modulators (binders) of human NR3A ligand-binding domain | Tm shift relative to glycine control, % at 25 µM | NR3A LBD differential scanning fluorimetry, Tm shift; 0% = protein alone, 100% = glycine-bound protein | hit rate 2.5% among 340,000;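 active = melting temperature shift of at least 10% of the positive control shift, at one fixed dose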
PfGluPho inh: PfG6PD (Plasmodium falciparum) enzyme inhibition; PfGluPho enzyme, NADPH resazurin-diaphorase fluorescence; inhibition, % at 20 µM; hit rate 0.78% among 350,000;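 active = inhibition reaching at least a set limit at 20 µM in the primary screen, cut at about 59% in these data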;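 note: 0% = DMSO wells with substrate and 100% = DMSO wells lacking glucose-6-phosphate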
Active calls of the source: *; nt = no result given.

SMILES	ATG4B inhibitor	SENP6 inh	SENP1 inh	MPTP inh	SENP8 inh	hIAP activ	NR3A LBD binder	PfGluPho inh
CCOc1ccc(N(CC(=O)NCCc2ccccc2)C(=O)CCC(=O)Nc2cc(C)ccn2)cc1	-2	-9	3	-2.0	7	0.97	0	-45
O=S(=O)(c1ccc(S(=O)(=O)N(Cc2ccco2)Cc2ccccc2Cl)cc1)N1CCCC1	-8	-33	1	2.7	14	0.86	0	-14
O=C(NCCN1CCCCC1)Nc1ccc(Cl)cc1	4	2	1	0.8	14	1.1	-1	4
COc1cc(CCCN2CCNC[C@@H]2c2ccccc2)cc(OC)c1OC	-7	0	2	-0.4	10	0.96	-1	-14
O=C(NCCc1ccccc1)C(=O)c1c[nH]c2ccccc12	4	10	-1	-0.6	14	0.88	2	13
O=C(CSc1nnc(-c2ccccc2Cl)o1)Nc1ccc2c(c1)OCCO2	-9	-20	2	8.7	17	1	-10	18
O=C(NCCS(=O)(=O)c1ccc(Cl)cc1)c1ccc(F)cc1	-12	-30	2	0.1	3	0.93	-2	7
O=C(N/N=C1\CCS(=O)(=O)c2ccc(F)cc21)c1ccc(O)cc1	-5	1	0	1.1	10	1	-3	-2
CC(C)N1C(=O)CCC1C(=O)NCCc1ccc(Cl)cc1 (configuration not stated)	-12	-5	3	-2.7	5	0.86	4	14
N#C/C(=C\c1cccs1)c1nc2ccccc2[nH]1	15	nt	-39	2.7	-50	nt	22*	13
COc1ccc2nc(SCC(=O)NCCc3ccccc3)[nH]c2c1	-10	-14	0	1.1	-4	0.99	1	3
O=C(c1ccc(CS(=O)Cc2ccccc2Cl)o1)N1CCN(c2ccccc2)CC1 (configuration not stated)	nt	nt	3	0.2	9	nt	nt	1
CN(C)S(=O)(=O)c1cccc(NC(=O)C2Cc3ccccc3CN2C(=O)c2ccccc2)c1 (configuration not stated)	0	-12	-1	0.2	0	1.1	-3	55
CCCc1cc(C(=O)Nc2cc(Cl)ccc2O)no1	1	30	7	2.5	3	1	-3	22
COc1ccc(Cc2nnc(NC(=O)C3CCCO3)s2)cc1 (configuration not stated)	-10	0	2	-1.8	12	0.88	-2	-7
CC(NC(=S)Nc1ccc(F)cc1)C(c1cccs1)N1CCOCC1 (configuration not stated)	-2	-13	5	0.1	8	0.77	2	-16
COC(=O)c1ccc(N(CC(=O)NC2CCCC2)C(=O)CNC(=O)c2ccco2)cc1	-6	8	1	0.8	18	1.7	2	-9
Oc1ccc(/C=N/Nc2nc(-c3ccccc3F)nc3ccccc23)c(O)c1	9	3	8	6.8	-132	1.5	10	-9
O=C(NCCS(=O)(=O)N1CCN(c2ccccc2)CC1)C1CCCCC1	nt	nt	-2	0.4	12	nt	nt	-9
CS(=O)(=O)N1CCC(C(=O)Nc2cc(C(F)(F)F)ccc2Cl)CC1	5	4	1	-1.1	0	1	5	6

Given in CSV form: entries from further up
Compound,ATG4B inhibitor,SENP6 inh,SENP1 inh,MPTP inh,SENP8 inh,hIAP activ,NR3A LBD binder,PfGluPho inh
O=C(CSc1nnc(-c2ccccc2Cl)o1)Nc1ccc2c(c1)OCCO2,-9,-20,2,8.7,17,1,-10,18
O=C(NCCS(=O)(=O)c1ccc(Cl)cc1)c1ccc(F)cc1,-12,-30,2,0.1,3,0.93,-2,7
O=C(N/N=C1\CCS(=O)(=O)c2ccc(F)cc21)c1ccc(O)cc1,-5,1,0,1.1,10,1,-3,-2
CC(C)N1C(=O)CCC1C(=O)NCCc1ccc(Cl)cc1 (configuration not stated),-12,-5,3,-2.7,5,0.86,4,14
N#C/C(=C\c1cccs1)c1nc2ccccc2[nH]1,15,nt,-39,2.7,-50,nt,22*,13
COc1ccc2nc(SCC(=O)NCCc3ccccc3)[nH]c2c1,-10,-14,0,1.1,-4,0.99,1,3
O=C(c1ccc(CS(=O)Cc2ccccc2Cl)o1)N1CCN(c2ccccc2)CC1 (configuration not stated),nt,nt,3,0.2,9,nt,nt,1
CN(C)S(=O)(=O)c1cccc(NC(=O)C2Cc3ccccc3CN2C(=O)c2ccccc2)c1 (configuration not stated),0,-12,-1,0.2,0,1.1,-3,55
CCCc1cc(C(=O)Nc2cc(Cl)ccc2O)no1,1,30,7,2.5,3,1,-3,22
COc1ccc(Cc2nnc(NC(=O)C3CCCO3)s2)cc1 (configuration not stated),-10,0,2,-1.8,12,0.88,-2,-7
CC(NC(=S)Nc1ccc(F)cc1)C(c1cccs1)N1CCOCC1 (configuration not stated),-2,-13,5,0.1,8,0.77,2,-16
COC(=O)c1ccc(N(CC(=O)NC2CCCC2)C(=O)CNC(=O)c2ccco2)cc1,-6,8,1,0.8,18,1.7,2,-9
Oc1ccc(/C=N/Nc2nc(-c3ccccc3F)nc3ccccc23)c(O)c1,9,3,8,6.8,-132,1.5,10,-9
O=C(NCCS(=O)(=O)N1CCN(c2ccccc2)CC1)C1CCCCC1,nt,nt,-2,0.4,12,nt,nt,-9
CS(=O)(=O)N1CCC(C(=O)Nc2cc(C(F)(F)F)ccc2Cl)CC1,5,4,1,-1.1,0,1,5,6

(next part)
SMILES	ATG4B inhibitor	SENP6 inh	SENP1 inh	MPTP inh	SENP8 inh	hIAP activ	NR3A LBD binder	PfGluPho inh
CC(=O)Nc1ccc(S(=O)(=O)NC(C)C(=O)OCC(=O)NC2CCCC2)cc1 (configuration not stated)	3	-6	2	-1.7	6	0.97	1	-8
O=c1[nH]cnc2c1N=C(c1cccc([N+](=O)[O-])c1)CC(c1ccccc1)N2 (configuration not stated)	8	0	1	-0.7	21	0.89	1	3
O=C(NCc1ccc(F)cc1)C1CCC(CNS(=O)(=O)c2ccccc2)CC1 (configuration not stated)	3	6	2	-0.2	18	1.1	0	-13
Cc1ccc(N2CC(C(=O)NCCN3CCOCC3)CC2=O)cc1 (configuration not stated)	1	-3	2	-0.2	12	0.89	1	-5
CCOC(=O)C1=C(COC(=O)CCOc2ccc(C)cc2)NC(=O)NC1C (configuration not stated)	6	7	0	-1.0	5	1.1	1	1
CCOC(=O)c1cc2sccc2n1CC(=O)N1CCCc2ccccc21	3	-3	2	1.6	12	1.1	-1	-5
Cc1nnc(SCC(=O)Nc2nonc2C)s1	-6	-12	2	-0.1	-8	0.93	-2	-9
COc1cc(NC(=O)CN2C(=O)c3ccccc3C2=O)c(C(=O)O)cc1OC	-4	3	-3	-0.1	23	1.1	1	7
Cc1ccc(Nc2nc(-c3ccc(O)cc3O)cs2)nc1	-2	3	-2	5.8	13	1.4	27*	41
CC(OC(=O)C1CSC2(C)CCC(=O)N12)C(=O)Nc1cccc(C#N)c1 (configuration not stated)	-7	-7	1	1.2	2	1.1	2	-11
CN(C)C(=O)CCc1ccc2c3c([nH]c2c1)[C@]1(CCC2CCCC2)[C@@H](C(=O)N2CCOCC2)C[C@H](CC(=O)NC(C)(C)C)C(=O)N1CC3	nt	nt	1	-0.9	-2	nt	-1	-13
CCOc1cc(NC(=S)NCCCN2CCOCC2)c(OCC)cc1NC(=O)c1ccccc1	1	8	2	-1.1	3	1.1	-1	-13
CC(=O)NCCc1ccc(C(=O)COC(=O)c2cc(C)oc2C)cc1	-9	40	-1	-0.6	11	1	2	9
CCc1ccccc1NC(=O)c1cc2ncc(Br)cn2n1	-2	-19	1	0.0	-12	0.95	0	5
CN(Cc1ccc(OC(F)F)cc1)C(=O)c1ccc2nccnc2c1	-1	13	-14	-1.8	-15	1.2	-2	-9
Cc1cc(C(=O)NN)c(C)o1	-1	-14	3	-2.4	14	1.1	-1	-12
Cc1cccc(C)c1NC(=O)Cn1cc(C=O)c2ccccc21	-8	-8	0	1.1	-5	0.94	2	1
COc1cccc(CNc2nc3nc(C)c(Cl)c(C)n3n2)c1	6	-14	3	0.6	-238	1.1	1	-9
CCOc1ccc2nc(N3CCC(C(=O)N4CCN(c5ncccn5)CC4)CC3)sc2c1	-10	-25	-1	-1.2	16	0.88	0	-9
CC(=O)N=c1scc(-c2ccccc2)n1-c1cccc(O)c1	-6	-20	0	-0.4	2	1	1	3
NC(=O)c1ccsc1NC(=O)COC(=O)c1c(F)cccc1Cl	6	29	-1	-0.1	4	0.97	2	4
Cc1ccc(S(=O)(=O)N2CCN(S(=O)(=O)N3CCCCC3)CC2)c(C)c1	4	6	2	-0.8	2	1.1	2	-11
O=c1[nH]c2cc3c(cc2cc1C(c1nnnn1C1CCCC1)N1CCSCC1)OCCO3 (configuration not stated)	-1	6	20	-0.4	-320	1	1	7
CC1=NN(C(=O)COc2ccccc2)C(O)(c2ccccc2)C1 (configuration not stated)	-10	-39	3	1.7	13	0.91	1	-1
COC(=O)c1cc(C(=O)OC)n(Cc2ccc(F)cc2)c1C	-2	-24	0	-0.2	-5	1	1	-9
COc1ccc(-c2c(C)nn(-c3ccccc3)c2N)cc1OC	4	-35	2	-0.4	14	0.97	-16	4
CC(=O)NCCNC(=O)c1ccc(-n2c(C)ccc2C)cc1	6	6	-13	-2.3	-4	0.95	0	-17
O=C(C[C@@H]1C/C=C/CC[C@H](Cc2ccc(F)cc2)C(=O)OCCNC1=O)N[C@H](CO)Cc1ccccc1	-9	-9	-2	-0.7	6	0.93	0	16
COc1ccccc1C(=O)NCC(=O)OCC(=O)c1ccc2c(c1)-c1ccccc1C2	16	-2	3	2.7	-15	0.92	-10	-21
O=C(CCC(=O)Nc1ccccc1)N/N=C/c1ccco1	-2	3	0	-2.2	12	0.72	0	-3
O=C(/N=C1/c2ccccc2CN1c1ccccc1)Nc1ccccc1	11	-2	2	-1.8	10	1	0	-16
COc1ccc(S(=O)(=O)Nc2ccc(NC(C)=O)cc2)cc1Cl	-11	-4	1	-0.4	7	1	0	-9
O=C1CCN(CCCN2CCC(=O)N(Cc3ccccc3)C2=S)C(=S)N1Cc1ccccc1	nt	nt	1	-0.3	17	nt	nt	17
O=C(Nc1c2c(nn1-c1cccc(Cl)c1)CS(=O)(=O)C2)c1cccs1	2	-6	1	0.4	11	0.98	1	-28
O=C(CCc1nnc2ccc(NCCCN3CCCC3=O)nn12)NCc1ccccc1Cl	-2	9	-4	-1.5	-8	1	0	-12
CC1(C)CC(NC(=O)c2ccc(Cl)c(S(=O)(=O)N(Cc3ccccc3)c3ccccc3)c2)CC(C)(C)N1	0	-13	-1	97*	4	0.88	3	5
CSc1ccc(S(=O)(=O)NCc2ccc(Cl)cc2Cl)cc1	15	-13	2	6.9	26	0.89	-4	16
CCc1nnc(NS(=O)(=O)c2ccc(NC(=S)NC(=O)/C=C/c3ccccc3)cc2)s1	23	-7	1	12	9	0.91	-7	-10
Cc1ccc(S[C@@H](CCN2CC[C@H](C(C)(C)C)CCC2=O)c2ccccc2)cc1	-2	-3	-1	-0.1	20	0.96	1	20
O=C1C(O)CC2c3ccccc3CC3(CCCC3)N12 (configuration not stated)	2	10	-28	-1.6	33	1	0	8
O=C(Cc1cccs1)Nc1ccc(F)c(S(=O)(=O)N2CCOCC2)c1	5	-17	-9	-1.9	7	0.94	-1	-8

A different layout for 2 compounds above:
Oc1ccc(/C=N/Nc2nc(-c3ccccc3F)nc3ccccc23)c(O)c1
  ATG4B inhibitor: 9; SENP6 inh: 3; SENP1 inh: 8; MPTP inh: 6.8; SENP8 inh: -132; hIAP activ: 1.5; NR3A LBD binder: 10; PfGluPho inh: -9
O=C(NCCS(=O)(=O)N1CCN(c2ccccc2)CC1)C1CCCCC1
  ATG4B inhibitor: nt; SENP6 inh: nt; SENP1 inh: -2; MPTP inh: 0.4; SENP8 inh: 12; hIAP activ: nt; NR3A LBD binder: nt; PfGluPho inh: -9
